# NR3A LBD binder: modulates the human NR3A ligand-binding domain; NR3A LBD differential scanning fluorimetry, Tm shift; 0% = protein alone, 100% = glycine-bound protein; AID 1259313; Tm shift relative to glycine control, % at 25 µM; 340,000 tested, 2.5% active;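 active = melting temperature shift of at least 10% of the positive control shift, at one fixed dose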
# SENP8 inh: SENP8 (human) protease inhibition. inhibition, % at 20 µM. 360,000 tested, 0.64% active. recombinant SENP8, Nedd8 substrate fluorescence; in the data active = inhibition mostly above about 40%, no sharp cut-off; inactive = mostly below about 27%
# Target sequence (Q96LD8 whole entry, looked up): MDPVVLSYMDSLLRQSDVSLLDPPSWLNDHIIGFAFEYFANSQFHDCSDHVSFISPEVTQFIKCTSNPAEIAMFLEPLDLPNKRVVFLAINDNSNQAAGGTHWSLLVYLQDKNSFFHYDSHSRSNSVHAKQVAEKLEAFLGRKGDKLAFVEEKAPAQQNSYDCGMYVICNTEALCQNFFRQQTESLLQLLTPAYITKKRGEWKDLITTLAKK
# ATG4B inhibitor: blocks human ATG4B protease cleavage of LC3 substrate; Q9Y4P1; ATG4B cleavage of LC3-PLA2, NBD-HPC fluorescence, 1 h; inhibition, % at 8.33 µM; 340,000 tested, 0.51% active; in the data active = inhibition above about 40%
# Target sequence (Q9Y4P1 whole entry, looked up): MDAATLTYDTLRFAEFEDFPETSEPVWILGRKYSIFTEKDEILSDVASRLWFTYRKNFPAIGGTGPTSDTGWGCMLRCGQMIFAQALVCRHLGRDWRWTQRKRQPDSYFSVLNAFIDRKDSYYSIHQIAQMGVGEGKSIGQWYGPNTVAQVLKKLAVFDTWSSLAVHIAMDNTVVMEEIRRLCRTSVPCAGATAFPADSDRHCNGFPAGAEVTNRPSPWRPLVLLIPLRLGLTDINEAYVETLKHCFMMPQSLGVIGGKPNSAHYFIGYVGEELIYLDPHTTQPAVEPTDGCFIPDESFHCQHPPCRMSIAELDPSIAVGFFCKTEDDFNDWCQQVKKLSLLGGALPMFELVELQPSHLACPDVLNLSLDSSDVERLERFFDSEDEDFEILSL
# MPTP block: permeability transition pore inhibition | 360,000 tested, 1.4% active | inhibition, % at 10 µM | isolated mouse mitochondria, Ca2+ swelling absorbance, 30 min;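 active = inhibition of 50% or more, scaled per plate between neutral and stimulator controls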;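 note: 0% = DMSO wells given calcium and 100% = 1 mM EGTA wells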
# HKDC1 inhibitor: blocks human hexokinase HKDC1 activity. 340,000 tested, 0.16% active. inhibition, % at 20 µM. recombinant HKDC1, G6PDH/diaphorase resazurin coupled fluorescence. AID 493160;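 active = inhibition above about 35% when tested at 20 µM, limit read from the data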;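 note: plate controls were DMSO wells with enzyme for no effect and DMSO wells lacking enzyme for full effect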
#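 System: Recombinant HKDC1 hexokinase | Amount: HKDC1 at 5 µg/mL | Reagent: Glucose with 1 mM ATP | Doses: Single 20 µM dose | Incubation: Reaction time 90 min, room temperature, protected from light | Signal: Coupled resazurin fluorescence, excitation 525 nm, emission 613 nm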
# SENP6 inh: SENP6 protease inhibition | Q9GZR1 | Recombinant SENP6 catalytic domain, aminoluciferin luminescence | inhibition, % at 10 µM | 330,000 tested, 1.8% active;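 active = inhibition above about 50% at the single tested dose, limit read from the data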;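 note: plate controls were DMSO wells with enzyme for no effect and DMSO wells lacking enzyme for full effect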
# Target sequence (Q9GZR1 628-1112 limits assumed): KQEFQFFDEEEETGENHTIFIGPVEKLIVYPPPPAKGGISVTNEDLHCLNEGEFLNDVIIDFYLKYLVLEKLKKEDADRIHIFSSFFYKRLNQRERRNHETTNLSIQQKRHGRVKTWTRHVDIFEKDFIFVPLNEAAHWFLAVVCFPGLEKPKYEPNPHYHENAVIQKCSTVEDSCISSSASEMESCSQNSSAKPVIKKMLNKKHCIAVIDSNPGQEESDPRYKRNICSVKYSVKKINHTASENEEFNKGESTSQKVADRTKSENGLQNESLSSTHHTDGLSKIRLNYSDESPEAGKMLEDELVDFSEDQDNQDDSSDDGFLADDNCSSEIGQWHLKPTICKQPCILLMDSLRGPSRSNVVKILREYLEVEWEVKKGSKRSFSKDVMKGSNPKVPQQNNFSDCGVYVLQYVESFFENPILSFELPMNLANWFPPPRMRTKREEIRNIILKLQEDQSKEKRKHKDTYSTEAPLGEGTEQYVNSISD
# PfGluPho inh: PfG6PD (Plasmodium falciparum) enzyme inhibition; inhibition, % at 20 µM; 350,000 tested, 0.78% active; AID 504690; PfGluPho enzyme, NADPH resazurin-diaphorase fluorescence;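 active = inhibition reaching at least a set limit at 20 µM in the primary screen, cut at about 59% in these data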;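 note: 0% = DMSO wells with substrate and 100% = DMSO wells lacking glucose-6-phosphate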
# SENP7 inh: blocks the human protease SENP7; inhibition, % at 5 µM; 330,000 tested, 1.5% active; Q9BQF6; recombinant SENP7, Z-RLRGG-aminoluciferin luminescence, 40 min;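 active = inhibition above about 50% at the single test dose, limit read from the data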;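 note: plate controls were DMSO with enzyme for no effect and no enzyme buffer wells for full effect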
# An asterisk follows results filed as active; . = not tested or not shown.
canonical_smiles	NR3A LBD binder	SENP8 inh	ATG4B inhibitor	MPTP block	HKDC1 inhibitor	SENP6 inh	PfGluPho inh	SENP7 inh
COc1cccc(-c2c(-c3cc(OC)cc(OC)c3)n(C)c3ccc(-c4cnc(OC)nc4)cc23)c1	-0.6	-129.6	-9.7	1.8	-1.2	-7.7	6.1	3.8
CC(OC(=O)c1cc(S(=O)(=O)Nc2ccc(F)cc2)ccc1Cl)C(=O)Nc1ccc2c(c1)OCCO2 (stereo unspecified)	9.3	2.0	-4.7	9.0	-4.4	-2.2	-0.1	-1.8
CCc1nnc(NC(=O)CSc2nc(C)nc3c2c(=O)n(C)c(=O)n3C)s1	-14.4	4.1	-2.8	0.9	-2.9	-9.6	-5.3	-8.3
CN1CCN(NC(=O)c2ccc(Cl)c([N+](=O)[O-])c2)CC1	5.1	10.9	-11.0	-3.6	6.1	1.5	0.2	11.3
CC(C)=CC(=O)Nc1nnc(C(C)C)s1	-0.6	16.5	-4.2	-1.1	-5.8	-10.8	-12.2	-5.9
Cc1ccc(S(=O)(=O)NCCC(=O)OCC(=O)Nc2cccc(S(=O)(=O)NC3=NCCCCC3)c2)cc1	-2.4	15.6	-7.8	15.5	1.8	1.8	-14.8	31.6
CCN1CCN(Cc2ccc(NC(=O)c3cc(NC(=O)c4cnn(-c5ccccc5)c4N)cc(OC)c3)cc2C(F)(F)F)CC1	-16.4	14.6	20.0	-0.7	-1.2	0.7	25.8	-4.0
Cc1cccc(NC(=O)c2cccc(OC(=S)N3CCOCC3)c2)c1C	-8.0	1.6	-1.0	0.3	-6.1	-7.5	5.0	1.9
Cc1ccc(C(=O)CSc2nnc(-c3ccccc3)n2-c2ccccc2)o1	-2.7	23.2	16.6	-0.3	-1.4	-4.0	2.8	-4.3
CCOC(=O)c1cccc(N2C(=O)C3C(C(=O)NC4CC4)C4(C)C=CC3(O4)C2C(=O)NC(C)(C)C)c1 (stereo unspecified)	0.7	14.7	-12.0	-2.3	-2.2	6.8	-9.3	4.0
N/C(=N\OC(=O)CC1CCCCC1)c1cccc([N+](=O)[O-])c1	-1.5	14.8	-5.0	4.3	-12.0	7.7	4.5	-13.2
CCOc1ccc(N2CC(C(=O)Nc3nnc(CC)s3)CC2=O)cc1 (stereo unspecified)	-0.7	6.9	-6.6	-2.9	-3.1	-1.5	-3.6	-8.4
COC(=O)C1(C)NC(c2ccc(O)cc2)C2C(=O)N(c3ccc(F)cc3)C(=O)C21 (stereo unspecified)	0.3	13.1	0.2	-0.1	0.0	-25.9	-6.1	-14.7
Cc1occc1-c1nnc(SCC(=O)NC(C)(C)C)n1C(C)c1ccccc1 (stereo unspecified)	0.4	9.9	0.0	-0.1	-2.2	-0.2	-4.8	1.6
COc1ccc(NC(=O)CNC(=O)c2ccco2)cc1	2.9	5.7	2.4	1.1	-8.2	-30.3	-15.7	5.1
COc1ccc(NC(=O)Cc2c(F)cccc2Cl)c(OC)c1	-3.1	8.2	-2.6	-1.3	-5.0	-7.6	29.6	2.4
O=C(CN(C1CCCCC1)S(=O)(=O)c1ccc(F)cc1)NCCCO	0.8	6.1	3.6	0.8	1.8	2.6	11.4	6.7
C=CCNC(=O)c1ccc(Cl)cc1Cl	-1.4	24.7	3.7	2.5	-3.6	-10.0	-8.8	-9.3
O=C(C1CCCN(c2ncnc3c2nc2n3CCCCC2)C1)N1CCN(c2ccc(Cl)cc2)CC1 (stereo unspecified)	-2.6	6.9	7.6	-0.9	6.9	-8.0	-2.8	-13.5
Cc1ccccc1S(=O)(=O)/N=C(/c1ccccc1)N(C)C	-1.6	7.5	-11.0	-0.3	-8.2	-5.9	7.9	-1.2
Cc1cc(Nc2ccc(F)c(Cl)c2)n2ncnc2n1	-0.3	10.5	2.9	-0.4	1.6	-0.2	-7.5	-7.1
O=C(NCCO)c1ccccc1O	-2.1	-205.5	-10.2	-2.3	-4.2	-14.7	-3.7	-6.5
CC(=O)Oc1ccc(C2=NN(c3ccccc3)C(c3ccccc3)C2)cc1 (stereo unspecified)	2.7	-270.9	-2.0	1.3	3.0	-1.0	15.4	-1.3
O=C(Nc1ccon1)c1cc2c(s1)CCCCCC2	-0.5	17.2	-0.8	-1.0	11.1	13.5	19.9	-1.8
O=C(O)CCC1(c2ccccc2)NC(=O)NC1=O (stereo unspecified)	-1.6	12.5	-1.0	0.3	1.5	-8.5	-5.7	7.5
Cc1c(CN(C)CCc2ccccc2)c(=O)n(-c2ccccc2)n1C	-9.7	12.8	-6.4	0.1	-12.7	3.8	3.4	4.3
COc1nc(N(C)C)nc(N2CC(=O)N(CCNS(=O)(=O)c3ccc(C)cc3)C2=N)n1	-0.1	4.7	-1.9	-0.9	-1.8	-0.2	-0.4	5.7
COCCn1cc(-c2csc(N)n2)c2ccccc21	-1.3	-37.4	-3.4	0.9	1.3	4.9	20.1	7.8
CC(C)(C)c1cc(CCC(=O)NCc2ccncc2)cc(C(C)(C)C)c1O	-1.2	5.0	1.9	-1.0	5.0	-4.6	-7.6	9.1
CC1=CCC(C(=O)O)(C(=O)N/N=C/c2cccs2)C(c2ccc([N+](=O)[O-])cc2)C1 (stereo unspecified)	-5.4	10.3	0.1	0.5	-3.4	3.3	2.0	-5.9

# Reformatted as labelled records: 2 of the compounds above.
mol: Cc1cccc(NC(=O)c2cccc(OC(=S)N3CCOCC3)c2)c1C
- NR3A LBD binder = -8.0
- SENP8 inh = 1.6
- ATG4B inhibitor = -1.0
- MPTP block = 0.3
- HKDC1 inhibitor = -6.1
- SENP6 inh = -7.5
- PfGluPho inh = 5.0
- SENP7 inh = 1.9
mol: COc1ccc(NC(=O)CNC(=O)c2ccco2)cc1
- NR3A LBD binder = 2.9
- SENP8 inh = 5.7
- ATG4B inhibitor = 2.4
- MPTP block = 1.1
- HKDC1 inhibitor = -8.2
- SENP6 inh = -30.3
- PfGluPho inh = -15.7
- SENP7 inh = 5.1

# Next entries
canonical_smiles	NR3A LBD binder	SENP8 inh	ATG4B inhibitor	MPTP block	HKDC1 inhibitor	SENP6 inh	PfGluPho inh	SENP7 inh
Cc1cc(=O)oc2cc(NC(=O)c3cc(F)ccc3F)ccc12	6.5	-409.1	-0.4	-0.4	3.2	-5.2	5.7	13.5
CC(c1ccco1)N(Cc1ccco1)C(=O)Nc1ccccc1 (stereo unspecified)	-3.1	11.8	-3.1	0.9	-1.1	-11.1	-9.5	-7.4
CC(/C=C/c1ccccc1)=N\Nc1ccccc1[N+](=O)[O-]	-4.1	25.8	-7.5	2.3	-7.4	-18.0	13.7	-9.0
CN(c1ccccc1)S(=O)(=O)c1cccc(NC(=O)c2ccncc2)c1	-2.3	25.0	-13.2	96.3*	0.9	6.4	9.9	3.1
COc1ccc(/C=C(\C#N)C(=O)N=CN(C)C)cc1	-1.0	-6.1	2.3	-0.2	12.6	-42.1	-14.3	-8.9
CCOC(=O)C1CCCN(CC(=O)c2c[nH]c3ccc(C)cc23)C1 (stereo unspecified)	-0.6	.	-9.2	.	-0.1	-7.5	9.8	1.4
O=C(CCCc1ccccn1)c1ccc(-c2ccccc2)cc1	0.5	-27.1	11.8	0.9	-2.3	.	-1.3	.
Cc1ccc2c(c1)c1nnc(SCC(=O)N3CCN(c4ccc(F)cc4)CC3)nc1n2CC(=O)O	-2.6	9.2	-2.9	-0.8	-3.1	-12.5	24.9	-6.7
Cc1n(CC(=O)c2ccc(F)cc2)c2ccccc2[n+]1C	-0.3	19.6	1.1	0.2	-9.6	-3.9	-6.4	0.1
CC(=O)Nc1cccc(C(=O)OCC(=O)NC(=O)c2ccccc2)c1	-2.3	2.5	0.7	-1.3	-0.4	8.2	-17.2	27.5
O=C(COc1ccccc1[N+](=O)[O-])N/N=C/c1cccs1	0.9	9.8	23.7	0.4	-9.2	-17.7	0.5	-5.9
CC1CCN(C(=O)COC(=O)CCC(=O)c2ccc(F)cc2)CC1	-0.6	-9.8	-9.4	-0.2	-10.4	-8.3	10.9	-2.4
CC1(c2ccc(Cl)cc2)NC(=O)N(CC(=O)NC(=O)NCc2ccco2)C1=O (stereo unspecified)	.	3.4	-19.4	-0.8	7.9	-9.3	-0.9	-2.9
Cc1ccnc(N2CCC(C(=O)NNC(=O)c3ccccc3C)CC2)n1	-0.6	-63.9	-13.9	-1.9	-7.5	-3.7	5.5	-1.5
COc1cccc2c1cc1c(=O)n(CC(=O)N3CCC(C)CC3)nc(C)n12	-0.7	-406.1	-5.7	-1.3	0.4	1.2	0.5	-9.5
COc1ccc2oc(C(=O)OCC(=O)NCC3CCCO3)c(C)c2c1 (stereo unspecified)	0.5	-369.2	-5.0	-1.9	-1.5	-8.7	2.5	-1.2
COC(=O)c1sccc1S(=O)(=O)Nc1ccc(C)cc1	-1.4	11.0	6.8	8.7	-1.5	-14.9	30.5	0.8
CCOc1ccc2nc(SCC(=O)NC3CCCCC3)[nH]c2c1	2.2	16.5	-7.3	-2.5	-0.7	12.4	-0.2	1.5
CS(=O)(=O)N1CCN=C1SCc1ccc(Br)cc1	0.2	1.3	-3.6	0.3	-1.6	13.7	4.6	1.8
COc1ccc(NC(=O)CC(C(=O)O)N2CCCCC2)cc1 (stereo unspecified)	1.4	14.0	0.5	0.5	-4.5	0.9	5.4	-0.8
CC12CCC(C(=O)Nc3nccs3)(OC1=O)C2(C)C (stereo unspecified)	-0.4	8.8	0.7	-1.0	-6.5	-21.3	-11.4	1.1
COC(=O)C1=C(C)OC(N)=C(C#N)C1c1ccccc1F (stereo unspecified)	0.6	-12.6	-1.1	-0.2	-2.6	4.6	-10.6	5.8
Cc1ccc(CN(C(=O)N2CCN(C)CC2)S(=O)(=O)c2ccc(C)cc2)cc1	0.3	22.1	-2.4	0.0	-2.9	-5.8	1.4	11.5
COc1ccc(Nc2nc(C)cc(=O)[nH]2)cc1	1.5	13.6	4.3	-0.6	1.6	-6.4	6.3	-2.7
O=C(c1cccc(Cl)c1)C1CCCN(S(=O)(=O)c2ccccc2)C1 (stereo unspecified)	0.8	11.6	20.5	1.2	8.0	-2.9	5.7	4.4
O=C(c1ccccc1)n1nnc2ccccc21	1.4	37.0	2.1	-2.4	-2.6	-8.8	-4.8	8.5
COc1ccc(S(=O)(=O)N2CCCCCC2)cc1C(=O)N(C)Cc1c(F)cccc1Cl	2.6	8.0	-6.4	0.5	-3.8	6.5	2.8	-1.4
CCCn1c(N)c(C(c2ccc(OC)cc2)N2CCN(c3ccccc3)CC2)c(=O)[nH]c1=O (stereo unspecified)	2.2	19.0	1.2	-1.7	-3.9	-11.3	10.8	-2.1
Cc1nn(CC(=O)NC(=O)c2ccccc2)c(C)c1[N+](=O)[O-]	-1.8	2.1	4.7	-0.3	-3.0	-24.0	-14.8	-0.3
Cc1ccc(NC(=O)C2CCCO2)c(Br)c1 (stereo unspecified)	0.9	1.3	-5.2	2.8	-7.3	-23.0	-6.2	-0.5

# Going on with the list.
canonical_smiles	NR3A LBD binder	SENP8 inh	ATG4B inhibitor	MPTP block	HKDC1 inhibitor	SENP6 inh	PfGluPho inh	SENP7 inh
Cc1sc2nc(CSc3nnc(Cc4cccs4)n3C3CCCCC3)[nH]c(=O)c2c1C	-6.8	-30.7	-3.2	-1.6	9.5	-12.5	12.7	4.1
O=C(/C=C/c1ccc2c(c1)OCO2)c1ccco1	-6.0	-93.5	-2.6	-1.7	2.4	2.6	-2.3	10.2
COC(=O)c1cc(NC(=S)Nc2cc(Cl)cc(Cl)c2)cc(C(=O)OC)c1	16.1*	-415.3	-2.2	82.7*	-2.9	-8.9	0.0	-9.3
Cc1ccccc1C(=O)Nc1ccc(C(=O)NNC(=O)CCCOc2ccc(Cl)cc2Cl)cc1	2.7	9.7	6.1	1.2	-15.5	-10.6	-7.9	-1.3

# Among those listed so far, these have a cyano group.
canonical_smiles	NR3A LBD binder	SENP8 inh	ATG4B inhibitor	MPTP block	HKDC1 inhibitor	SENP6 inh	PfGluPho inh	SENP7 inh
COc1ccc(/C=C(\C#N)C(=O)N=CN(C)C)cc1	-1.0	-6.1	2.3	-0.2	12.6	-42.1	-14.3	-8.9
COC(=O)C1=C(C)OC(N)=C(C#N)C1c1ccccc1F (stereo unspecified)	0.6	-12.6	-1.1	-0.2	-2.6	4.6	-10.6	5.8

# Source: PubChem BioAssay
